Glyco luc inh: blocks N-linked glycosylation in D54 reporter cells | reporter increase, % at 12.5 µM | 360,000 compounds, 0.23% hits | D54 ERlucT glycosylation luciferase reporter, 24 h; percent of 100 nM tunicamycin response;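 active = mean luciferase reporter signal, scaled so untreated is 0 and the glycosylation-blocking control 100, at or above a set limit in every replicate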;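 also: luciferase carries N-glycosylation sites so blocking glycosylation raises the light; 0% = median of neutral control wells and 100% = median of 100 nM tunicamycin wells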
NOD2 RIPK2 PPI: blocks binding of human NOD2 to RIPK2 | CHO BLA complementation NOD2-RIPK2, CCF4 ratio | inhibition, % at 4.98 µM | 360,000 compounds, 0.38% hits; in the data active = inhibition above about 21%;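 also: 0% = vehicle only and 100% = reference blocker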
Target sequence (O43353 whole entry, looked up): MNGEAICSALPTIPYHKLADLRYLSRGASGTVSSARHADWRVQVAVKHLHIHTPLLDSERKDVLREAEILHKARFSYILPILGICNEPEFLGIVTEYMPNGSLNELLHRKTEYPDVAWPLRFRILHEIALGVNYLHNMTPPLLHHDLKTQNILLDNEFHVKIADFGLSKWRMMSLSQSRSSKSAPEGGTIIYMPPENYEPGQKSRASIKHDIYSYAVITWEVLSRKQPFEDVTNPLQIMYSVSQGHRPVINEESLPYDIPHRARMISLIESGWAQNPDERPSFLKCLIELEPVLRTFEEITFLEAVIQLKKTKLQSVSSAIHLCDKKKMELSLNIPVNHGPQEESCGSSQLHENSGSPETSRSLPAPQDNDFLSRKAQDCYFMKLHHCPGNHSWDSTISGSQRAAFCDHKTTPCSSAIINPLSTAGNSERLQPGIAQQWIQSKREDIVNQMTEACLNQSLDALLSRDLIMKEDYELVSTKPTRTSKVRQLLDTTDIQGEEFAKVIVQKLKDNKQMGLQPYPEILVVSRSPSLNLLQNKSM
aDG glyco up: alpha-DG glycosylation activation | 360,000 compounds, 0.22% hits | Pro5-aDG cells, alpha-DG glycosylation AlphaScreen (IIH6); 0% Pro5, 100% B10-LARGE cell signal | AID 624168 | activation, % at 10 µM;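 active = activation of at least 8% versus controls, or a plate z-score of at least 8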;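 also: Pro5 are CHO cells carrying HIG-tagged alpha-DG that lacks glycosylation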
ABHD5-PLIN5 inh: ABHD5-PLIN5 protein interaction inhibition. AID 602281. Split G. princeps luciferase complementation, luminescence, 4 h. 360,000 compounds, 0.78% hits. inhibition, % at 4 µM;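 active = inhibition above the mean inhibition across every tested compound plus 3 SD, cut at about 22% in these data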;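 also: 0% = DMSO only wells and the 100% control is not disclosed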
TLR9-MyD88 block: inhibitors of human TLR9-MyD88 binding; 340,000 compounds, 0.21% hits; CHO BLA complementation TLR9-MyD88, CCF4 FRET ratio; inhibition, % at 4.98 µM; Q9NR96+Q99836;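 active = inhibition above the mean over all tested compounds plus 3 SD, cut at about 21% in these data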;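 also: 0% = DMSO only wells and 100% = clavulanate BLA inhibitor control wells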
MC4R antag cAMP: human MC4R antagonism in cAMP assay; MC4R-expressing cells, MTII-stimulated cAMP, LANCE TR-FRET; P32245; 360,000 compounds, 0.48% hits; AID 540295; inhibition, % at 6.5 µM;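 active = inhibition above its plate's cutoff, the mean of tested wells on that plate plus 3 SD, cut at about 29% in these data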;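 also: 0% = Melanotan II alone and 100% = Melanotan II plus saturating MCL0020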
Target sequence (P32245 whole entry, looked up): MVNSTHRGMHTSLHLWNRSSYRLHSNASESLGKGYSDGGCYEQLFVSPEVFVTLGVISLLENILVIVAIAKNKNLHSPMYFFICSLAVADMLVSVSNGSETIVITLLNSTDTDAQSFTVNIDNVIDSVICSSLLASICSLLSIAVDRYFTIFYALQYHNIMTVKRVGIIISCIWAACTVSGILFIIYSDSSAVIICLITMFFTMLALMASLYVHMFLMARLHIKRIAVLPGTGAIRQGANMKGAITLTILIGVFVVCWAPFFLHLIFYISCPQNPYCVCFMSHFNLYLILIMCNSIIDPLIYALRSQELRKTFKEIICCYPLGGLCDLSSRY
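material = U2OS cells stably expressing human melanocortin 4 receptor (MC4R) | also added = Melanotan II challenge | dosing = single nominal compound dose of 6.5 µM | detection = TR-FRET with Eu-cAMP and labeled anti-cAMP, 671 nm | replication = singlicate | timing = compound 30 min, challenge 1 h, detection 1 h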
Vif imaging: blocks HIV Vif function | HEK293T cells, Vif self-association by quenched fluorescence, imaging, 24 h | inhibition, % at 7.49 µM | 340,000 compounds, 0.35% hits | AID 602346; in the data active = inhibition above about 50%, passing the limit was not always enough; also: some results filed as inactive read as strong as hits
ABCB6 inh MLPCN: human ABCB6 transporter inhibition | K562-ABCB6 porphyrin accumulation, flow cytometry, 1 h; hits give low values | fluorescence ratio to DMSO, % at 10 µM | 360,000 compounds, 0.19% hits | AID 602162;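 active = fluorescence ratio to DMSO below 75%, the collection mean minus 3 SD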;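 also: signal is porphyrin accumulated inside mitochondria; 100% equals median channel fluorescence of DMSO control wells; lower ratio means ABCB6 inhibition with less porphyrin fluorescence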
Exocytosis inh: lytic granule exocytosis inhibition; TALL-104 LAMP-1 surface exposure, flow cytometry; cells stimulated with thapsigargin and PMA; inhibition, % at 10 µM; 360,000 compounds, 0.66% hits; AID 651702;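 active = inhibition above about 55%, limit read from the data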
MC4R ag barr: activates human MC4R beta-arrestin recruitment; P32245; 360,000 compounds, 0.98% hits; activation, % at 8.9 µM; U2OS MC4R beta-arrestin complementation, luminescence; percent of melanotan II response, DMSO zero;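 active = activation above a per-plate cutoff, the mean activation of sample wells on that plate plus 3 SD, cut at about 8% in these data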
Active calls of the source: *; . = no result given.

nr | Molecule | Glyco luc inh | NOD2 RIPK2 PPI | aDG glyco up | ABHD5-PLIN5 inh | TLR9-MyD88 block | MC4R antag cAMP | Vif imaging | ABCB6 inh MLPCN | Exocytosis inh | MC4R ag barr
1 | O=C(Cn1ncc2c1-c1ccccc1OC2)N1CCc2ccccc21 | -2 | 8 | -0.1 | -4 | 4 | 3 | -4 | 98 | 8 | -0.2
2 | COc1cccc(C(c2nnnn2Cc2ccccc2)N2CCN(C3CCCC3)CC2)c1OC (configuration not stated) | -6 | 0 | -0.6 | 0 | -4 | 10 | -11 | 97 | -2 | -2.4
3 | O=C(Cc1c[nH]c2ccccc12)NNC(=O)c1ccccc1 | 1 | -4 | -0.1 | -6 | -5 | 12 | 0 | 97 | -3 | -1.1
4 | OC(Cc1ccccc1Br)c1ncc(-c2ccc(Cl)cc2)[nH]1 (configuration not stated) | 0 | 2 | 0.1 | -7 | . | -8 | . | 95 | 4 | 1.0
5 | CC(=O)N1CCc2ccc(S(=O)(=O)N3CCN(C)CC3)cc21 | 2 | 19 | -0.1 | -1 | 4 | -1 | -1 | 104 | 0 | -1.7
6 | CCN(C(=O)COC(=O)C1CCN(S(=O)(=O)c2c(Cl)cccc2Cl)CC1)C1CCCCC1 | 0 | 2 | -0.1 | -3 | -12 | 4 | 0 | 95 | 1 | -0.8
7 | CC(=O)NC(CC(=O)NCc1ccncc1)c1ccccc1 (configuration not stated) | 1 | -13 | -0.2 | -1 | 2 | 0 | 1 | 99 | -2 | -1.6
8 | COc1ccc(OC2CCN(C(=O)Nc3ccc(C)cc3)CC2)cc1 | 0 | -34 | 0.1 | 4 | 3 | 0 | -2 | 96 | -9 | 0.4
9 | CCOC(=O)CSc1ccc(S(=O)(=O)N2CCCC2)cc1[N+](=O)[O-] | -2 | -7 | 0.1 | -5 | 1 | 12 | 1 | 99 | 2 | -0.8
10 | Cc1ccc(S(=O)(=O)CCC(=O)OCC(=O)NCC(=O)Nc2cccc(C)c2C)cc1 | 1 | -4 | -0.1 | 3 | -1 | 3 | -7 | 99 | -5 | 1.6
11 | O=C(Nc1ccc2c(c1)OCO2)C1CC(=O)N(c2cccc(Cl)c2)C1 (configuration not stated) | -1 | -6 | 0.0 | -1 | -11 | 8 | 28 | 103 | -6 | 1.8
12 | Fc1ccc(-c2nc3cnccn3c2NC2CCCC2)cc1 | 0 | 4 | 0.3 | -2 | 7 | 18 | 13 | 101 | -1 | -1.2
13 | Cc1cc(Nc2cc(F)ccc2C)n2nc(C)nc2n1 | 3 | -11 | 0.3 | 13 | -14 | -3 | 0 | 100 | -1 | 1.1
14 | O=c1oc(CCO)cc2ccccc12 | 0 | 4 | -0.1 | -5 | 0 | 9 | -5 | 86 | -3 | 1.4
15 | O=C(Oc1ccc2c(c1)OCO2)c1cccs1 | -2 | -13 | 0.0 | -2 | 3 | 10 | 7 | 85 | 1 | -1.8
16 | C=CCNC(=S)N/N=C/c1cn(C)c2ccccc12 | -1 | -9 | 0.9 | -1 | . | -16 | 2 | 91 | -5 | -0.2
17 | O=C(COC(=O)C1(c2cccc(F)c2)CCCC1)NCc1cccs1 | 0 | 0 | -0.2 | 2 | -2 | 0 | -12 | 94 | 2 | -2.3
18 | NC(=O)CC(NC(=O)Cc1ccc(Br)cc1)c1ccc(N2CCN(c3ccccn3)CC2)c([N+](=O)[O-])c1 (configuration not stated) | 0 | 3 | -0.3 | 4 | -69 | 8 | -1 | 93 | 29 | -0.8
19 | CNC(=S)N1CCC(n2cnc3ccccc32)CC1 | 0 | -2 | 0.1 | 4 | -2 | 5 | -1 | 97 | -6 | -1.6
20 | CCn1c(=NC(=O)CSC(C)=O)sc2ccccc21 | -3 | -23 | 0.3 | -14 | 5 | -14 | 1 | 97 | -1 | -0.6
21 | CCCCn1nnnc1C(c1ccccc1)N1CCN(c2ccc(F)cc2)CC1 (configuration not stated) | . | 2 | -0.1 | -9 | . | . | . | 99 | -3 | .
22 | COc1ccc(C(=S)N2CCCC2)cc1Br | 1 | 1 | 0.1 | -6 | 5 | 3 | 0 | 96 | 0 | -0.9
23 | COC(=O)[C@@]1(Cc2ccccc2)[C@H]2C(=O)N(Cc3ccccc3)C(=O)[C@H]2[C@H]2CN=C(SCc3ccc(C#N)cc3)N21 | -2 | 3 | -0.3 | -2 | -11 | 2 | -22 | 96 | -2 | 1.8
24 | Cc1cc(C)n(C(=O)CNC(=O)c2ccc3c(c2)OCCO3)n1 | 1 | -9 | -0.1 | -2 | 5 | 14 | -12 | 101 | 1 | 1.6
25 | O=C(O)Cc1ccc(NS(=O)(=O)c2ccccc2Br)cc1 | 1 | -13 | 0.0 | -6 | -9 | 15 | -2 | 99 | -4 | 0.2
26 | O=c1oc(-c2ccccc2F)nc2c1cnn2-c1ccccc1 | 4 | -9 | -0.1 | -1 | -5 | 2 | 3 | 94 | 84* | -0.9
27 | Cc1ccc(S(=O)(=O)N(C)C)cc1NC(=O)COC(=O)CCC1CCCC1 | 0 | -5 | -0.1 | -3 | -12 | 5 | -13 | 94 | -1 | -1.6
28 | CC1(C(=O)NS(=O)(=O)c2ccc(Cl)cc2)CCN1C(=O)C1(c2ccc(Cl)cc2)CC1 (configuration not stated) | 0 | 5 | -0.1 | -14 | . | 7 | . | 100 | -4 | 1.0
29 | CCOc1cccc(CN2CCCC(C(=O)Nc3cccc(-n4cccn4)c3)C2)c1 (configuration not stated) | -3 | -3 | 0.1 | 5 | -4 | -6 | -1 | 93 | 3 | -3.9
30 | O=C(Nc1ccc(S(=O)(=O)O)cc1)c1ccc2c(c1)S(=O)(=O)c1ccccc1C2=O | 2 | -1 | 0.0 | 2 | -2 | -6 | 4 | 97 | 0 | -2.3
31 | CC(C)c1ccccc1N1CC(C(=O)O)CC1=O (configuration not stated) | 0 | 7 | 0.3 | 1 | 16 | -2 | 11 | 100 | -2 | -1.7
32 | O=C(CCNC(=O)C1CCN(S(=O)(=O)c2ccccc2)CC1)NCc1ccccn1 | 2 | 7 | -0.2 | 2 | -11 | 16 | 3 | 82 | -3 | -2.5
33 | COc1cc(OC)cc(C(=O)N2CCN(C(=O)c3cccs3)CC2)c1 | -1 | -13 | 0.1 | 3 | 3 | 6 | 0 | 102 | -15 | -2.0
34 | COC(=O)C1=C(C(=O)OC)C(C(=O)OC)C(C(=O)OC)C(C(=O)OC)(C(=O)OC)C(C(=O)OC)=C1C(=O)OC (configuration not stated) | 10 | -9 | 1.2 | 10 | -14 | -12 | -3 | 104 | 38 | -0.8
35 | CCC1(C)Cc2c(c(=O)n(-c3ccccc3)c3ncnc(N)c23)CO1 (configuration not stated) | 3 | -72 | -0.1 | 5 | 8 | 3 | -9 | 96 | 3 | -1.9
36 | O=[N+]([O-])c1cc(/C=N/Nc2nc(N3CCCCC3)nc(N3CCCCC3)n2)ccc1O | 3 | -9 | 0.1 | -1 | 1 | -6 | -1 | 96 | -2 | -0.9
37 | CCOc1ccc(NC(=O)CSc2nc3c(c(=O)n2-c2ccccc2OC)SCC3)cc1 | 1 | -4 | -0.1 | -6 | 2 | 7 | 1 | 100 | -5 | -0.4
38 | CCNc1nc(C)cc(COC)c1C#N | -1 | -1 | 0.9 | -2 | 2 | -2 | . | 90 | -3 | -1.2
39 | CC1(C)CC(=O)C=C(c2cccs2)C1 | 0 | -6 | -0.1 | -6 | -8 | 6 | 7 | 100 | 6 | -1.1
40 | COc1ccc(OC)c(C(=O)COC(=O)c2cccnc2Cl)c1 | 2 | -11 | 0.0 | 2 | -5 | -2 | -4 | 97 | 9 | -2.6
41 | CCc1nn(C(CC)C(=O)NCC(C)c2ccccc2)c(=O)c2cc3occc3n12 (configuration not stated) | -3 | 5 | 0.0 | -1 | -18 | 7 | -4 | 100 | -6 | -2.1
42 | O=C(COc1ccc(Cl)cc1)NNC(=O)C(=O)N1CCCCC1 | -1 | -18 | -0.3 | 8 | 1 | 2 | 6 | 98 | -2 | 2.5
43 | CCN(CC)C(=O)c1sc(NC(=O)c2cccc([N+](=O)[O-])c2)c(C#N)c1C | 0 | -1 | 0.4 | -1 | 4 | 17 | 1 | 100 | 0 | -0.5
44 | COc1ccc([N+](=O)[O-])cc1NCc1ccco1 | 1 | -4 | 0.0 | 4 | 5 | 3 | -1 | 97 | 10 | -0.8
45 | O=C(c1cc2c(ccc3ccccc32)oc1=O)N1CCN(CCO)CC1 | 0 | -14 | -0.1 | 7 | 1 | 5 | 15 | 105 | -2 | -0.1
46 | Cc1ccc(CNS(=O)(=O)c2cccc3nsnc23)cc1 | 1 | -2 | 0.1 | 2 | 1 | 1 | 3 | 103 | 3 | -1.0
47 | Cc1ccc(Nc2nc(C(=O)NCCCN3CCOCC3)cs2)cc1 | 1 | -3 | 0.0 | 1 | 5 | -8 | 1 | 94 | -2 | 5.0
48 | CN(c1ccc(C(=O)NCc2ccccn2)cc1)S(=O)(=O)c1ccc(Cl)cc1 | -2 | -8 | -0.2 | 2 | 4 | 6 | -1 | 95 | -2 | -0.8
49 | O=C(Cn1cnc2c(oc3nc4c(cc32)CCCC4)c1=O)Nc1ccccc1 | 1 | -64 | -0.3 | -3 | 2 | -2 | 1 | 93 | 0 | 0.2
50 | Cn1c(CBr)c(C(=O)c2ccc([N+](=O)[O-])cc2)c(=O)n(C)c1=O | 2 | -9 | 0.0 | 4 | 3 | 15 | -2 | 103 | -4 | -1.1
51 | COc1ccc(N(CC(=O)N2CCOCC2)S(C)(=O)=O)cc1 | 2 | -21 | 0.0 | -7 | -4 | -5 | -3 | 103 | -3 | -0.1
52 | O=C(NCCc1ccccn1)C1CC(=O)N(Cc2ccccc2Cl)C1 (configuration not stated) | 1 | 0 | 0.2 | -2 | 1 | 3 | 6 | 98 | 1 | -0.8
53 | COc1ccc(-c2csc(Nc3ccccc3)n2)cc1 | -9 | -5 | 2.1 | -13 | 3 | -2 | -5 | 95 | 9 | -1.4
54 | COc1ccc(C(=O)NCC(=O)NC2=NCCS2)cc1 | 1 | -1 | -0.3 | -4 | -3 | -6 | 1 | 100 | -1 | -1.8
55 | COc1ccc(NC(=O)CSc2ccc(-c3ccco3)nn2)c(OC)c1 | 0 | -11 | -0.1 | 6 | -8 | 1 | -1 | 100 | 24 | 0.2
56 | Cc1ccccc1SCC(=O)NCC(c1ccc(F)cc1)N1CCOCC1 (configuration not stated) | -1 | -1 | 0.1 | 1 | 1 | 1 | . | 103 | -3 | -0.2
57 | Cn1ncc(Cl)c1C(=O)Nc1ccc2c(c1)OCO2 | 3 | -5 | -0.3 | -3 | -1 | 2 | -3 | 98 | 1 | -3.3
58 | Cn1c(=O)[nH]c(=O)c2c1nc(NCCCn1ccnc1)n2Cc1cccc(Br)c1 | 5 | -15 | -0.3 | 0 | 5 | 5 | 12 | 90 | -1 | -0.1
59 | CCCn1c(SCC(=O)NC2CCCc3ccccc32)n[nH]c1=O (configuration not stated) | 0 | -7 | -0.2 | 6 | 7 | 6 | 6 | 93 | -5 | -1.3

Screening results (PubChem)

Some of the compounds tested. The share of hits here may be higher or lower than overall.
